Source: PubChem
Apoferritin bind: qHTS Assay for Identification of Novel General Anesthetics. Ferritin light chain (Equus caballus), P02791. Potency, µM (top dose mostly 77.5 µM), without a hit: top-dose activity change, negative = displacement, hits mostly inhibitors. 0.074% of 350,000 active. apoferritin/1-aminoanthracene competitive binding, fluorescence. AID 485281, 2010; note: potency is the fitted concentration of half-maximal effect; % is set by controls: 0 for no effect and ±100 for the full control effect; nearly all actives have a fitted effect of over 20% in size
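In PBS, apoferritin at 10 uM is loaded with 1-AMA from a 50% saturated solution. After 10 min of compound exposure at ambient temperature, reduced 535 nm fluorescence indicates probe displacement.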
RGS4 inhibitor: Inhibitors of Regulator of G Protein Signaling (RGS) 4: qHTS; Potency, µM (series often up to 114 µM), for inactives: at the top dose activity change, negative = inhibition, most hits filed as inhibitors; Regulator of G-protein signaling 4 (Homo sapiens), P49798; 0.039% of 390,000 active; Transcreener GDP fluorescence polarization, RGS4-accelerated GTP hydrolysis; AID 504845, 2011; note: potency is the fitted concentration of half-maximal effect; % is set by controls: 0 for no effect and ±100 for the full control effect; nearly all actives have a fitted effect of over 75% in size; some results filed as inactive show a strong effect at the top dose
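MLSMR compounds (23 nl, pin-transferred) preincubated 10 min at room temperature with a 500nM (2x) first reagent, then RGS4 at 900nM (2x) plus Transcreener GDP mix added; fluorescence polarization (620/688 nm) read before and after 90 min at 30 °C.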
POLH inh: qHTS for Inhibitors of Polymerase Eta; DNA polymerase eta (Homo sapiens), Q9Y253; recombinant Pol eta, fluorescent DNA replication assay; Potency, µM (series often up to 114 µM), for the others: at the top dose activity change, negative = inhibition, hits mostly inhibitors; 1.2% of 390,000 active; AID 588591, 2011; note: potency is the fitted concentration of half-maximal effect; % is set by controls: 0 for no effect and ±100 for the full control effect
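Pol eta at 10 nM preincubated with compounds 15 min at room temperature; reaction started with fluorescent substrate (50 nM final) and read kinetically at 0 and 10 min.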
APEX1 inh: qHTS Assay for Inhibitors of the Human Apurinic/apyrimidinic Endonuclease 1 (APE1) | DNA repair nuclease/redox regulator APEX1 (Homo sapiens), P27695 | recombinant APE1, TAMRA/BHQ-2 abasic DNA cleavage fluorescence | Potency, µM (top dose mostly 65.8 µM), without a hit: at the highest dose activity change, negative = inhibition, usual class: inhibitors | 0.35% of 350,000 active | AID 2517, 2012;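 note: potency is the fitted concentration of half-maximal effect; plate controls were vehicle for no effect and reference inhibitor for full effect; nearly all actives have a fitted effect of over 55% in size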
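Incision of a quenched TAMRA/BHQ-2 THF abasic-site duplex (50 nM) by 0.75 nM APE1, after 15 min compound preincubation, measured as fluorescence increase over three 60 s reads. Values normalized to buffer, DMSO and NSC13755 control wells.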
Pol beta inh: qHTS Assay for Inhibitors of DNA Polymerase Beta; P06746; Pol beta primer extension/strand displacement, fluorescence kinetic; Potency, µM (doses to about 114 µM), for the others: at the top dose activity change, negative = inhibition, most hits filed as inhibitors; 1.3% of 340,000 active; AID 485314, 2010; note: potency is the fitted concentration of half-maximal effect; % is set by controls: 0 for no effect and ±100 for the full control effect
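Homogeneous kinetic assay of primer extension and strand displacement by 10 nM Pol beta, preincubated 15 min at room temperature with compound before 50 nM substrate (final) was added. Read at 0 and 10 min; four-parameter Hill fit.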
Pol kappa inh: qHTS for Inhibitors of Polymerase Kappa. purified Pol kappa, fluorescent DNA synthesis assay, 10 min. DNA polymerase kappa (Homo sapiens), Q9UBT6. Potency, µM (series often up to 107 µM), without a hit: at the top dose activity, negative = inhibition, most hits filed as inhibitors. 0.53% of 400,000 active; note: potency is the fitted concentration of half-maximal effect; % is set by controls: 0 for no effect and ±100 for the full control effect
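Enzyme at 10 nM met test compounds for 15 min at room temperature. Substrate addition (50 nM final) began the reaction, which was monitored by fluorescence at 0 and 10 min.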
LDHA inh: qHTS assay for inhibitors of human lactate dehydrogenase. activity change, % (values are at about 110 or 230 µM). 0.15% of 480,000 active. purified LDHA, NADH/diaphorase-resazurin fluorescence; hits give low values. L-lactate dehydrogenase A chain (Homo sapiens), P00338. AID 1347041, 2019; in the data active = activity change below about -30%; inconclusive = mostly about -25% to -30%;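 note: plate controls were DMSO wells for no effect and wells without enzyme for full effect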
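LDH5 2 nM; NADH 0.06 mM, pyruvate 0.2 mM; 200 mM Tris pH 7.4, EDTA, Tween-20; 5 min RT. Detection: diaphorase 0.133 mg/mL + resazurin 37 µM, fluorescence ex540/em590 at 0 and 20 min; normalized to enzyme-free and DMSO wells.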
ERG Ets-DNA blk: qHTS for Small Molecule Inhibitors of the ERG Ets/DNA interaction; Transcriptional regulator ERG (Homo sapiens), P11308; fluorescence polarization, His-ERG Ets domain / labelled DNA; Potency, µM (highest dose often 76.9 µM), for inactives: top-dose FP activity, negative = inhibition, hits mostly inhibitors; 0.028% of 370,000 active; AID 624246, 2012; active = well fitted inhibition curve with a large enough effect in the polarisation, with a control signal flat; inconclusive = small, poorly fitted or top-dose-only effect, or effect the other way, or a change in a side signal; inactive = no such curve, though single readings can be large or run the other way; the % refers to the polarisation;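 note: polarization taken with two DNA probes labelled with fluorescein and Texas red; potency is the fitted concentration of half-maximal effect; % of control where 0% means no effect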
Target sequence (P11308 whole entry, looked up, the tested form may be a part): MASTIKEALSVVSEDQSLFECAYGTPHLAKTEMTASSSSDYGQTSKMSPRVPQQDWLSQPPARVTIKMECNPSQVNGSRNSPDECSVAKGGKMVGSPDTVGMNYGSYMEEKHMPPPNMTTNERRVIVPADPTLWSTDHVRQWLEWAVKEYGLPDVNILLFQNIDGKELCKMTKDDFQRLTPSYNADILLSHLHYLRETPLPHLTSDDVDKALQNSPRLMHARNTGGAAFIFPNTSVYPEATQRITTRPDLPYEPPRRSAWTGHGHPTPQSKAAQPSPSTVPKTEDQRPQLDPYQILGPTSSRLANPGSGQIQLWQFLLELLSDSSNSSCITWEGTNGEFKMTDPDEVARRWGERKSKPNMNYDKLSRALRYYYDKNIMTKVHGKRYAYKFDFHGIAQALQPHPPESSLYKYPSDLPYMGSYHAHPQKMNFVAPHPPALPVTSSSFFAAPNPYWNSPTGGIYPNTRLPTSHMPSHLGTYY
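His-tagged ERG Ets domain (1 uM in the protein solution; 300mM KCl, 50mM Tris-HCl, 1mM EDTA, 1mM DTT, pH 7.5) received compound, then a probe mix of 5 nM fluorescein-DNA and 100nM Texas-615-DNA. Fluorescence polarization was read for both dyes.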
ALOX12 inh: Primary qHTS assay for inhibitors of human arachidonate 12S-lipoxygenase (ALOX12): Round 2; purified 12hLO, xylenol orange hydroperoxide absorbance; Polyunsaturated fatty acid lipoxygenase ALOX12 (Homo sapiens), P18054; 1.1% of 580,000 active; Potency, µM (series often up to 108 µM), inactives show at the top dose activity change, negative = inhibition, usual class: inhibitors; note: potency is the fitted concentration of half-maximal effect; % is set by controls: 0 for no effect and ±100 for the full control effect
Target sequence (P18054 whole entry, looked up): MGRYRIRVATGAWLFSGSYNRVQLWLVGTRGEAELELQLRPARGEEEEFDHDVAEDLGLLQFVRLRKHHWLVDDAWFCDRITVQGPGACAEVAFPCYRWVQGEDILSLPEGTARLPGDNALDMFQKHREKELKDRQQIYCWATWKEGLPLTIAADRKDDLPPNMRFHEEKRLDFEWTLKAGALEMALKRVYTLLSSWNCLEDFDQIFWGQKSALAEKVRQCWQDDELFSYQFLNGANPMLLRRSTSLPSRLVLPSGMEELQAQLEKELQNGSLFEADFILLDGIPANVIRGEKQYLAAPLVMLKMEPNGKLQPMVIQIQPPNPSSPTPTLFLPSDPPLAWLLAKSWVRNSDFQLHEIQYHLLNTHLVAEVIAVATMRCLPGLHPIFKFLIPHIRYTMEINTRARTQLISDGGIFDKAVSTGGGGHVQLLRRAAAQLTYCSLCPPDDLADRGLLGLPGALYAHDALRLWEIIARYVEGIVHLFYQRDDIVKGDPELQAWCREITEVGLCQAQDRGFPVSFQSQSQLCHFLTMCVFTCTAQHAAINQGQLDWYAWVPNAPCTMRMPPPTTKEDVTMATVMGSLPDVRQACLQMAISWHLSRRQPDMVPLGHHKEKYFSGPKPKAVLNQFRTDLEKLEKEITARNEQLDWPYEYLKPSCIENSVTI
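Purified human 12hLO at 150 nM in 25 mM Hepes, 0.01% Triton X-100, pH 7.0, preincubated 15 min at room temperature with compound. Reaction started with 40 uM arachidonic acid, 30 min at room temperature. Hydroperoxide measured by Fe-xylenol orange, 573/405 nm absorbance ratio.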
The depositor's hits bear a star; ? = inconclusive; . = not tested or not shown; & = joins results of further samples; [ ] = another dose, or the depositor's remark. Unless noted, calls come from the whole dose curve; as a rule, active = well fitted curve in the direction sought with a large enough effect; inconclusive = small, poorly fitted or top-dose-only effect, or another doubt; inactive = no such curve, though single readings can be large; an effect the other way counts as inactive or inconclusive.

SMILES | Apoferritin bind | RGS4 inhibitor | POLH inh | APEX1 inh | Pol beta inh | Pol kappa inh | LDHA inh | ERG Ets-DNA blk | ALOX12 inh
CC(=O)Nc1ccc(S(=O)(=O)NCc2ccc(C(=O)NCCCN3CCC(C)CC3)cc2)cc1 | -1% | -8% | -17% | 6% | 20% | -19% | -6 | 0% | -1%
Cc1nc(Nc2ccccc2Br)c2nnn(Cc3ccccc3)c2n1 | -23% | 15% | -12% | -4% | 55% | -3% | -15 | 3% | 17%
N#CC1=C(N)SC(N)=C(C#N)C1c1ccc([N+](=O)[O-])cc1 | -11% | ? | -2% | -3% | 1% | -6% | 21 | 4% | ?
CC1=C(C(=O)Nc2cccnc2)C(c2cccc(F)c2)n2nc(SCc3ccccc3F)nc2N1 (centres undefined) | -13% | -4% | 7% | . | ? | -1% | -16 | 1% | -29%
CC1CCC(NC(=O)c2ccc(-n3cncn3)c([N+](=O)[O-])c2)CC1 (centres undefined) | . | 7% | -10% | -8% | . | -6% | 1 | -4% | 0%
CN1CCN(c2c(F)cc3c(=O)c(C(=O)O)cn(CCF)c3c2F)CC1 | 4% | . | . | -5% | 2% | 2%[19.4 µM] | . | . | -15%[57.4 µM]
CCN(CC)Cc1csc2ccc(Br)cc12 | -14% | 10% | -10% | -3% | 19% | 0% | -6 | 6% | 10%
Cc1cc(C)cc(NC(=O)NCc2nnc(SCc3ccccc3)n2C)c1 | ? | -16% | 9% | -6% | 0% | -12% | 0 | -13% | 130%[activator][57.4 µM]
COCCCN1C(=O)C(=O)/C(=C(/O)c2ccc(S(=O)(=O)N3CCOCC3)cc2)C1c1ccc(OC)cc1 (centres undefined) | -6% | 4% | -10% | 8% | 0% | 1% | -1 | 9% | ?
CC1(C)CCC[C@@](C)([C@H]2CC[C@]3(C)[C@@H]2[C@H](O)C[C@@H]2[C@@]4(C)CC[C@H](O)C(C)(C)[C@@H]4CC[C@]23C)O1 | ? | . | . | 1% | . | -9%[60.1 µM] | . | . | 12%
Cc1[nH][nH]c(=O)c1C(c1ccc(-c2ccc(Cl)c(C(=O)O)c2)o1)c1c(C)[nH][nH]c1=O | -11% | -54% | 10µM* | ? | -25% | 50µM* | 34 | 9% | ?
Oc1ccc(C[C@H]2CNC(=S)N2CCc2cc(C(F)(F)F)cc(C(F)(F)F)c2)cc1 | ? | -18% | -15% | 4% | -8% | -20% | 1 | 0% | ?
CC(=O)Nc1cccc(C(=O)Nc2nc(C)cs2)c1 | -1% | -2% | -13% | 10% | 4% | -1% | -4 | -5% | -4%
CCN1CCC(n2nccc2NC(=O)c2ccccc2Cl)CC1 | . | -18% | -8% | . | . | 15% | 3 | 4% | 5%
CN(CC(=O)Nc1cccc(F)c1)C(=O)CCN1C(=O)C2CC=CCC2C1=O (centres undefined) | . | -8% | -4% | 23% | . | -4% | -17 | -13% | 8%
CCc1ccc2oc(-c3cccc(NC(=O)c4ccc(N5CCC(C)CC5)c([N+](=O)[O-])c4)c3)nc2c1 | -11% | -5% | -1% | . | -1% | 8% | -2 | -10% | -26%
O=C(Cn1nc(C(F)(F)F)c2c1CCCC2)NCCN1CCOCC1 | 3% | 29% | -2% | 3% | 6% | -11% | 1 | -8% | 0%
O=C(NC1CCC(CC2CCC(NC(=O)C(Cl)Cl)CC2)CC1)C(Cl)Cl (centres undefined) | -8% | -7% | -10% | 18% | -4% | 1% | -3 | 9% | ?
COc1ccccc1CCNC(=O)c1c(C)nn(CC(C)C)c1Cl | -15% | 18% | 0% | 5% | 32% | -6% | -8 | -6% | -1%
COc1cccc(-c2cc(C(=O)N/N=C/c3ccc(OC)c(COC(C)=O)c3)c3ccccc3n2)c1 | 1% | -14%[11.4 µM] | -20% | 3% | 0% | -9% | -2 | 2% | 9%

A portion from the list above:
SMILES | Apoferritin bind | RGS4 inhibitor | POLH inh | APEX1 inh | Pol beta inh | Pol kappa inh | LDHA inh | ERG Ets-DNA blk | ALOX12 inh
COc1ccccc1CCNC(=O)c1c(C)nn(CC(C)C)c1Cl | -15% | 18% | 0% | 5% | 32% | -6% | -8 | -6% | -1%
COc1cccc(-c2cc(C(=O)N/N=C/c3ccc(OC)c(COC(C)=O)c3)c3ccccc3n2)c1 | 1% | -14%[11.4 µM] | -20% | 3% | 0% | -9% | -2 | 2% | 9%

(list continues)
SMILES | Apoferritin bind | RGS4 inhibitor | POLH inh | APEX1 inh | Pol beta inh | Pol kappa inh | LDHA inh | ERG Ets-DNA blk | ALOX12 inh
Cc1cccc(NC(=S)NC(=O)/C=C/c2ccco2)n1 | ? | -27% | ? | 4% | 3% | -13% | -1 | 7% | ?
N#CCc1nn2c(-c3ccccc3)ccnc2c1C#N | 79%[activator] | -11% | -4% | -11% | 1% | 18% | 1 | 29% | 82%[activator]
CCCCCCCCOC(=O)c1ccc(N)cc1 | -23% | 16% | ? | 1% | -6% | -15% | -2 | -1% | 5%
CC(C)(C)n1nc2c(c1NC(=O)Cc1cccc3ccccc13)CS(=O)(=O)C2 | -8% | -9% | -11% | -1% | 12% | 4% | 15 | 5% | -6%
CC(=O)Nc1ccc(S(=O)(=O)NCCc2cn3nc(C)c(C)nc3n2)cc1 | 651%[activator] | -8% | -13% | 14% | 20% | 2% | 1 | -6% | 37%[activator]
CCOC(=O)c1c(N)sc2c1CCC1C(=O)N(C3CCCCC3)C(=O)C21 (centres undefined) | -5% | -50% | 7% | 0% | ? | -10% | 1 | -5% | ?
Cc1ccsc1/C=N/n1c(COc2ccccc2)n[nH]c1=S | -11% | -28% | -23% | 0% | -16% | -3% | -3 | 1% | ?
CCOC(=O)C1CCCN(CCC(=O)Nc2cccc(C)c2)C1 (centres undefined) | -10%&39% | -1%&-1% | -18%&-6% | 6% | -28%&1% | -2%&13% | -11&-2 | 3%&4% | -1%&-27%
COc1ccccc1C(=O)N=Nc1c(O)[nH]c2ccc([N+](=O)[O-])cc12 | -7% | 10% | -7% | 2% | -27% | ? | 1 | 8% | 4%
CC1CCN(C(=O)c2ccc(NS(=O)(=O)c3ccccc3)cc2)CC1 | ? | -6% | -16% | 38% | -2% | 1% | 2 | 11% | 1%
C=CCn1c(SCC(=O)c2ccccc2)nnc1-c1cc2ccccc2o1 | -21% | -41% | -6% | -1% | ? | -5% | -7 | -6% | 0%
Cn1nc(C(=O)Nc2cccc(S(=O)(=O)N3CCOCC3)c2)c2ccccc2c1=O | . | 16% | -3% | 10% | . | 3% | -7 | -2% | 7%
Cc1nnc2c(NC3CCCC3)nc3ccccc3n12 | -8% | ? | -19% | 4% | 28% | 1% | 0 | 0% | -5%
CCC12CN3CC(CC)(CN(C1)C3c1cccc(OC)c1O)C2=O (centres undefined) | -2% | -9% | -11% | . | 23% | 2% | 2 | -4% | -23%
COc1ccccc1C(=O)NCC(=O)NC1CCCc2ccccc21 (centres undefined) | -22% | 1% | -18% | -6% | 5% | -8% | -2 | -7% | -12%
Cc1cc(C)c(NC(=O)CN)c(C)c1 | -5% | ? | -7% | 1% | 1% | -4% | -13 | ? | -18%
Cc1ccc2cc3cc(C(=O)N4CCN(Cc5ccccc5)CC4)sc3nc2c1 | -5% | -25% | 6% | -2% | 23% | -21% | -9 | -7% | 0%
COc1ccc(OCC(O)CNCCOc2ccccc2OC)c(C(C)(C)C)c1 (centres undefined) | 2% | ? | -29% | 21% | 8% | 1% | -11 | 2% | ?
COc1ccc(NC(=O)CCC(=O)Nc2cc(OC)c(NC(=O)c3cccs3)cc2OC)cc1 | 78%[activator] | 4% | -9% | 0%[12.4 µM] | 5% | -3% | -3 | 16% | -26%
CCOc1ccc(NC(=O)NC(C)CC)cc1 (centres undefined) | -1% | 11% | -15% | -8% | -10% | -10% | -4 | 4% | 0%
O=Cc1ccc(Oc2ncccn2)cc1 | -4% | -45% | -21% | ? | 4% | -4% | -5 | -3% | 4%
CC1CCC2C(=O)N(c3ccc(S(=O)(=O)c4ccccc4)cc3)C(=O)C2C1 (centres undefined) | ? | 12% | -22% | -4% | ? | -13% | -8 | -5% | -8%
CC(C)(C)S(=O)(=O)/C(C#N)=N/Nc1ccc(Cl)cc1 | ? | -15% | -5% | 1% | -10% | -7% | -8 | -2% | ?
COc1cccc(O)c1CN1CCCC(C(=O)c2cccc(C(F)(F)F)c2)C1 (centres undefined) | ? | -12% | -21% | 2% | -18% | 6% | 8 | -4% | -7%
Cc1cc(NC(=O)c2cccs2)n(-c2nc3ccccc3[nH]2)n1 | -11% | -34% | ? | -5% | ? | 4% | -7 | 7% | -4%
CC1CN(C(=S)SCC(=O)c2ccc([N+](=O)[O-])cc2)CC(C)O1 (centres undefined) | -9% | -6% | -16% | 36% | 22% | 3% | -6 | -7% | -24%

This is a subset; rates above refer to the full screens.
